Source: PubChem BioAssay
ARNT TACC3 PPI = disrupts binding between human ARNT and TACC3; Q9Y6A5; AlphaScreen His-ARNT PAS-B/GST-TACC3 binding, luminescence; TACC3 fragment carries E629A point mutation; inhibition, % at 9.99 µM; 390,000 compounds, 0.66% hits; AID 623870;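 active means mean inhibition of replicates at least 50% and at least half of replicates each reaching 50%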;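 further: 0% = complete ARNT plus TACC3 wells and 100% = ARNT alone without TACC3; many hits fall short of the cut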
Numbers without * were called inactive. These rows are one share of the data (hit frequency here may not be typical).

How did CC1(C)CC(N(Cc2cccs2)C(=O)c2ccco2)CCO1 (stereo not drawn) do in these assays?
ARNT TACC3 PPI: -4

What do the screens show for `O=C(CSCCc1ccccn1)Nc1cccnc1Cl`?
ARNT TACC3 PPI: -3

Results for Cc1ccc(C)c(OCCCCn2ccnc2)c1 ?
ARNT TACC3 PPI: 2

Results for CCCC(=O)N1c2ccccc2NC2=C(C(=O)CCC2)C1c1ccc(F)cc1 (stereo not drawn) ?
ARNT TACC3 PPI: -2

What do the screens show for `Cn1c(=O)c2c(nc(NCc3ccco3)n2C/C=C/c2ccccc2)n(C)c1=O`?
ARNT TACC3 PPI: 0

What do the screens show for `Cc1ccc(S(=O)(=O)NCC(=O)N2CCN(c3ccccc3F)CC2)cc1`?
ARNT TACC3 PPI: -6

How did CCOC(=O)CCCNC(=O)c1cncc(Br)c1 do in these assays?
ARNT TACC3 PPI: -5

What do the screens show for `Cc1ccc(Nc2nc(N)nc(CN3CCN(Cc4ccc5c(c4)OCO5)CC3)n2)cc1`?
ARNT TACC3 PPI: 8

Results for CCC(=O)N(Cc1ccco1)c1nc(-c2cc(OC)ccc2OC)cs1 ?
ARNT TACC3 PPI: 1

Results for COC(=O)c1ccccc1N1C(=O)C2C(C1=O)[C@H]1C=C[C@@H]2C1 (stereo partly drawn) ?
ARNT TACC3 PPI: -9

How did COc1cc(C(=S)N2CCOCC2)cc(OC)c1OC(=O)c1cc([N+](=O)[O-])cc([N+](=O)[O-])c1 do in these assays?
ARNT TACC3 PPI: -13

Results for CC(=O)Nc1cccc2c1C(=O)N(c1ccc(C)cc1)C2=O ?
ARNT TACC3 PPI: -6

What do the screens show for `c1cncc(-c2nc3ccccc3o2)c1`?
ARNT TACC3 PPI: 36

How did CC1(C)CC(=O)C2=C(C1)N(c1cccc(O)c1)C1=C(C2)C(=O)CC(C)(C)C1 do in these assays?
ARNT TACC3 PPI: 5

What do the screens show for `Oc1ccc2oc3c(c2c1/C=N/n1cnnc1)CCCC3`?
ARNT TACC3 PPI: 1

How did CCCNC(=S)Nc1ccc(Br)cc1 do in these assays?
ARNT TACC3 PPI: 1

Results for CC(C)[C@H](NC(=O)Nc1ccc(Oc2ccccc2)cc1)C(=O)O ?
ARNT TACC3 PPI: -6

How did Cc1ccc(N(CC(=O)Nc2ccc(C)cn2)S(=O)(=O)c2c(C)nn(C)c2C)cc1 do in these assays?
ARNT TACC3 PPI: 9

What do the screens show for `COC(C/C=C/C(=O)[C@H](C)OCc1ccccc1)OC`?
ARNT TACC3 PPI: -1

Results for Cc1ccccc1N1C(=O)CC(N(O)c2ccccc2)C1=O (stereo not drawn) ?
ARNT TACC3 PPI: -4

What do the screens show for `CCOc1ccc(NC(=O)COc2nsnc2N2CCCCC2)cc1`?
ARNT TACC3 PPI: -12

Results for CCOC(=O)c1c(NC(=O)c2ccc(Br)o2)sc(C)c1CC ?
ARNT TACC3 PPI: -11

Results for Cc1c(N=Cc2nc3ccccc3[nH]2)c(=O)n(-c2ccccc2)n1C ?
ARNT TACC3 PPI: -4

What do the screens show for `Cc1ccc(OCC(O)CNS(=O)(=O)c2ccccc2C(=O)N2CCCCC2)cc1` (stereo not drawn)?
ARNT TACC3 PPI: -1

Gathered by group, the compounds so far with fluorine.
Results for CCCC(=O)N1c2ccccc2NC2=C(C(=O)CCC2)C1c1ccc(F)cc1 (stereo not drawn) ?
ARNT TACC3 PPI: -2

What do the screens show for `Cc1ccc(S(=O)(=O)NCC(=O)N2CCN(c3ccccc3F)CC2)cc1`?
ARNT TACC3 PPI: -6

Four structures already listed, arranged by length of the SMILES, low to high:
How did CCCNC(=S)Nc1ccc(Br)cc1 do in these assays?
ARNT TACC3 PPI: 1

Results for CCOC(=O)c1c(NC(=O)c2ccc(Br)o2)sc(C)c1CC ?
ARNT TACC3 PPI: -11

What do the screens show for `Cc1ccc(OCC(O)CNS(=O)(=O)c2ccccc2C(=O)N2CCCCC2)cc1` (stereo not drawn)?
ARNT TACC3 PPI: -1

How did CC1(C)CC(=O)C2=C(C1)N(c1cccc(O)c1)C1=C(C2)C(=O)CC(C)(C)C1 do in these assays?
ARNT TACC3 PPI: 5

Further results follow.
What do the screens show for `COc1ccc(C2C3=C(CCCC3=O)Nc3nc(SCc4ccccc4)nn32)cc1OC` (stereo not drawn)?
ARNT TACC3 PPI: 14

How did CCOC(=O)c1ccc(NC(=O)CCc2ccc(CC)o2)cc1 do in these assays?
ARNT TACC3 PPI: 1

Results for O=C(Nc1cc2c(cc1Br)OCCO2)c1cccs1 ?
ARNT TACC3 PPI: 23

Results for CCCCOc1[nH]c2nc(-c3ccco3)n(Cc3ccco3)c(=N)c2c1C#N ?
ARNT TACC3 PPI: 41

What do the screens show for `COc1ccc(CNC(=O)CCNS(=O)(=O)c2cc(Br)cnc2N)cc1`?
ARNT TACC3 PPI: -3

Results for O=C(COC(=O)c1cc(-c2cccs2)nc2ccccc12)NCc1ccco1 ?
ARNT TACC3 PPI: -6

How did O=C1CN(C(=O)COC(=O)c2ccc([N+](=O)[O-])s2)c2ccccc2N1 do in these assays?
ARNT TACC3 PPI: 0

What do the screens show for `Cc1c(/C(O)=C2/C(=O)C(=O)N(CCN3CCOCC3)C2c2cccs2)cnn1-c1ccccc1` (stereo not drawn)?
ARNT TACC3 PPI: -10

What do the screens show for `COc1cc(OC)nc(NC(=O)CCl)n1`?
ARNT TACC3 PPI: 11

Results for COc1ccc(-n2c(=O)c3ccccc3n(CC(=O)NC3CCCC3)c2=O)c(OC)c1 ?
ARNT TACC3 PPI: -2

How did Nc1nc(N2CCOCC2)cc(=O)[nH]1 do in these assays?
ARNT TACC3 PPI: -5

Results for Nc1nc(CSc2nnnn2-c2ccc(F)c(Cl)c2)nc(N2CCOCC2)n1 ?
ARNT TACC3 PPI: -4

How did CC1(c2ccc(Cl)cc2Cl)OCC(Cn2ccnc2)O1 (stereo not drawn) do in these assays?
ARNT TACC3 PPI: 6

Results for Cc1nnc(SCSc2nnc(C)s2)s1 ?
ARNT TACC3 PPI: -8

How did CC(=O)N1CCN(c2ccc(NC(=O)c3ccccc3Br)cc2Cl)CC1 do in these assays?
ARNT TACC3 PPI: -9

Results for COc1ccc(C(=O)Oc2cc(/C=N/NS(=O)(=O)c3ccccc3)ccc2OC)cc1 ?
ARNT TACC3 PPI: -3

What do the screens show for `Clc1cccc(Cl)c1Cn1cnc(=NCc2ccco2)c2[nH]cnc21`?
ARNT TACC3 PPI: 6

How did CCc1nnc(NC(=O)c2cccc(OC)c2)s1 do in these assays?
ARNT TACC3 PPI: -5

How did Cc1ncc(C[n+]2csc(CCOC(=O)CC3C4CC5CC(C4)CC3C5)c2C)c(N)n1 (stereo not drawn) do in these assays?
ARNT TACC3 PPI: -4

What do the screens show for `CSc1nnc(-c2sc3cc(C(F)(F)F)cnc3c2-c2ccccn2)n1C`?
ARNT TACC3 PPI: -2

How did O=S(=O)(c1ccc2oc3ccccc3c2c1)N1CCCC1 do in these assays?
ARNT TACC3 PPI: -3

Results for Cc1nnc(NC(=O)C2CCCN(S(=O)(=O)c3ccccc3C(F)(F)F)C2)s1 (stereo not drawn) ?
ARNT TACC3 PPI: -5

Results for Cc1cccc(CN2CCN(CC(=O)N3CCCC3)C2=O)c1 ?
ARNT TACC3 PPI: -3

How did O=C(Nc1cccc(F)c1)NC1CC2CCCC(C1)N2C1CC1 (stereo not drawn) do in these assays?
ARNT TACC3 PPI: -4

What do the screens show for `Cc1c(O)ccc(C(=O)COc2ccccc2F)c1O`?
ARNT TACC3 PPI: 0

Results for N#Cc1cccc(NC(=O)Nc2cccs2)c1 ?
ARNT TACC3 PPI: -3

How did COc1ccc(-c2nnn(CC(=O)N(Cc3ccccc3Cl)C(C(=O)NCC3CCCO3)c3ccco3)n2)cc1 (stereo not drawn) do in these assays?
ARNT TACC3 PPI: -2

Results for COc1cccc(CN(C(=O)c2ccco2)C(C(=O)NC2CCCC2)c2cccnc2)c1 (stereo not drawn) ?
ARNT TACC3 PPI: -6

How did COc1ccc(C(=O)Nc2ccccc2-c2nnn(CC(=O)NCc3ccco3)n2)cc1 do in these assays?
ARNT TACC3 PPI: 1

Results for Cc1ccsc1CN1CCN(c2ccccn2)CC1 ?
ARNT TACC3 PPI: -7

What do the screens show for `CCC(C)NC(=O)CSC1=Nc2ccccc2C2=NC(CCC(=O)NCc3ccco3)C(=O)N12` (stereo not drawn)?
ARNT TACC3 PPI: -3

What do the screens show for `CCOc1cc(/C=C(/C#N)C(=O)Nc2ccc(O)cc2)cc(Br)c1O`?
ARNT TACC3 PPI: 42

Results for O=C(NC(NCCCN1CCOCC1)(C(F)(F)F)C(F)(F)F)C1CCCCC1 ?
ARNT TACC3 PPI: -6

Results for CCOC(=O)c1ccc(Oc2nc(SC)nc(N(C)C)n2)cc1 ?
ARNT TACC3 PPI: 2

What do the screens show for `CCc1nnc(NS(=O)(=O)c2ccc(NC(=O)OC)cc2)s1`?
ARNT TACC3 PPI: -3

How did Cc1ccc(C)c(OCc2nnc(NC(=O)c3ccco3)s2)c1 do in these assays?
ARNT TACC3 PPI: 4

Results for COc1ccc(CN(Cc2cc3cc(C)ccc3[nH]c2=O)C(=O)N(C)C)cc1 ?
ARNT TACC3 PPI: -4

Results for Cc1cc(C)cc(N(C(=O)c2ccccn2)C(C(=O)NC2CCCCC2)c2cccs2)c1 (stereo not drawn) ?
ARNT TACC3 PPI: -1

Results for FC(F)(F)c1ccccc1Nc1nccs1 ?
ARNT TACC3 PPI: 3

Results for CCOc1ccccc1OCCCOc1ccc(C)cc1Cl ?
ARNT TACC3 PPI: -16

What do the screens show for `CCOC(=O)C(C(=O)Nc1ccc(C)cc1)C1CCCCC1` (stereo not drawn)?
ARNT TACC3 PPI: 19

How did CC(=O)SCC(=O)N=c1sc2cc(F)ccc2n1C do in these assays?
ARNT TACC3 PPI: -3

Results for Cc1ccccc1N(Cc1nnc2n1CCCCC2)C(=O)Nc1ccccc1 ?
ARNT TACC3 PPI: 2

What do the screens show for `COc1ccc(NC(=O)c2cn(-c3ccccc3)nc2-c2cc3ccccc3o2)cc1`?
ARNT TACC3 PPI: -2

Results for O=S(=O)(Nc1ccc2c(c1)nc1n2CCOC1)c1ccccc1 ?
ARNT TACC3 PPI: -30

What do the screens show for `O=C(Nc1cc2c3c(c1)C1CCCC1CN3CC1CCCC21)c1ccccc1` (stereo not drawn)?
ARNT TACC3 PPI: 22

Results for O=C(CCCC(=O)N(CC(=O)NC1CCCCC1)CC1CCCO1)Nc1ccccn1 (stereo not drawn) ?
ARNT TACC3 PPI: -3

Results for CCS(=O)(=O)c1ccc(-c2csc(-c3ccccc3Cl)n2)c(Cl)c1Cl ?
ARNT TACC3 PPI: -1

How did COC(=O)c1oc2ccccc2c1NC(=O)CN1CCCC1 do in these assays?
ARNT TACC3 PPI: -4

Results for CCN1CCc2c(sc(NC(=O)c3ccc(S(=O)(=O)N(C)c4ccccc4)cc3)c2C(=O)NC)C1 ?
ARNT TACC3 PPI: 0

Results for N#Cc1c(NC(=O)CSc2ncc(-c3ccccc3)n2CC2CCCO2)sc2c1CCCC2 (stereo not drawn) ?
ARNT TACC3 PPI: -9

Results for N#Cc1cnn(CC2CCCCC2)c1N ?
ARNT TACC3 PPI: 0

What do the screens show for `O=C(CSc1ncccn1)Nn1cnnc1`?
ARNT TACC3 PPI: -2

Results for CC1CCC(C(C)C)C(OC(=O)COC(=O)c2cccn2C)C1 (stereo not drawn) ?
ARNT TACC3 PPI: 3

Results for Cc1ccc(OCC(=O)O)c(-n2nc3ccccc3n2)c1 ?
ARNT TACC3 PPI: -11

How did CCOC(=O)N1CCN(Cc2cccs2)CC1 do in these assays?
ARNT TACC3 PPI: 0

How did CCOC(=O)c1sc(NC(=O)c2ccc(S(=O)(=O)N(CC)CC)cc2)nc1C do in these assays?
ARNT TACC3 PPI: -12

Results for Cc1ccc(C)c(SCC(=O)NCc2ccco2)c1 ?
ARNT TACC3 PPI: 6

What do the screens show for `CCN1CCN(CCNC(=O)CCCCCn2c(=O)[nH]c3cc(C(=O)OC)ccc3c2=O)CC1`?
ARNT TACC3 PPI: -10

Results for COc1ccc(OC)c(/C=N/NC(=O)c2csc3ccccc23)c1 ?
ARNT TACC3 PPI: -3

What do the screens show for `COc1ccc(/C(O)=C2/C(=O)C(=O)N(CC3CCCO3)C2c2cccc(O)c2)cc1` (stereo not drawn)?
ARNT TACC3 PPI: -5

Results for O=C(Nc1ccc2oc(-c3ccc4ccccc4c3)nc2c1)c1cccs1 ?
ARNT TACC3 PPI: 1

What do the screens show for `O=S(=O)(Nc1ccc2c(c1)oc1ccccc12)N1CCCC1`?
ARNT TACC3 PPI: -2

What do the screens show for `c1ccc(OCCCc2nc(-c3ccncc3)no2)cc1`?
ARNT TACC3 PPI: -7

Results for CC1(C)C2(C#N)C(N)=NC3(OCCO3)C12C#N (stereo not drawn) ?
ARNT TACC3 PPI: -17

How did CCOC(=O)c1c(C)n(C)c2ccc(O)c(CN3CCCCC3)c12 do in these assays?
ARNT TACC3 PPI: 3

How did C=CCN(c1ccccc1)S(=O)(=O)c1cccc(C(=O)Nc2ncccc2O)c1 do in these assays?
ARNT TACC3 PPI: 8

Entries shown so far that have a COOH group (2):
Results for CC(C)[C@H](NC(=O)Nc1ccc(Oc2ccccc2)cc1)C(=O)O ?
ARNT TACC3 PPI: -6

Results for Cc1ccc(OCC(=O)O)c(-n2nc3ccccc3n2)c1 ?
ARNT TACC3 PPI: -11
